From PubChem
CCHFV vOTU inh = CCHFV vOTU protease inhibition; Pep-AMC fluorescence; inhibition, % at 11.5 µM; 370,000 compounds, 0.55% hits; in the data active = inhibition above about 30%; also: 0% = vehicle wells with enzyme and 100% = no enzyme wells
Rv3671c inh = inhibits the M. tuberculosis serine protease Rv3671c | inhibition, % at 5.96 µM | P9WHR9 | 320,000 compounds, 0.048% hits | AID 2606; in the data active = inhibition above about 38%;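 also: extracellular domain of Rv3671c used as enzyme; 0% = enzyme with DMSO and 100% = no enzyme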
Target sequence (P9WHR9 whole entry, looked up, the tested form may be a part): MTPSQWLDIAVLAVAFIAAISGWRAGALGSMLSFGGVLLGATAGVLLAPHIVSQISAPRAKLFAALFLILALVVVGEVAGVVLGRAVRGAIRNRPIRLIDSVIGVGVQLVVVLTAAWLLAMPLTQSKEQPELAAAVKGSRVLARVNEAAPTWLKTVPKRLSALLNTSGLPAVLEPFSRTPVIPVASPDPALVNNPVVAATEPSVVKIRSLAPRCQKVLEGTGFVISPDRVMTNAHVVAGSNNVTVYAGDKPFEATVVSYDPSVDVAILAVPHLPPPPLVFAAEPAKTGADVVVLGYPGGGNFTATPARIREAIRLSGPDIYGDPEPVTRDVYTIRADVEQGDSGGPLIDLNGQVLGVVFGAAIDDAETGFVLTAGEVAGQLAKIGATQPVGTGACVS
PriA SSB inh = inhibitors of Klebsiella pneumoniae PriA binding to SSB C-terminal tail; AlphaScreen SSBct-PriA binding, biotinylated peptide; inhibition, % at 33 µM; 430,000 compounds, 0.6% hits; AID 1272365; in the data active = inhibition mostly above about 37%, no sharp cut-off; inactive = mostly below about 20%;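 also: plate controls were negative control peptide for no effect and reference peptide for full effect; strong numbers were not always called active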
3CLpro inhibitor = SARS-CoV 3CLpro protease inhibition; 290,000 compounds, 0.14% hits; inhibition, % at 6 µM; AID 1706; recombinant SARS-CoV 3CLpro, quenched FRET peptide cleavage; in the data active = inhibition above about 12%
PrPC TRFRET = reduces human prion protein on the cell surface; 370,000 compounds, 0.43% hits; inhibition, % at 13.8 µM; cell surface PrPC, TR-FRET read-out; in the data active = inhibition above about 24%; also: 0% = median of the test wells and 100% = reference compound wells
TcdB GH inh = blocks C. difficile toxin B glycohydrolase activity; inhibition, % at 9.99 µM; 350,000 compounds, 0.24% hits; AID 652162; TcdB glycohydrolase enzymatic assay, plate reader; in the data active = inhibition above about 10%
MazEF act = MazEF (E. coli) toxin RNase activation | P0AE70 | FAM/BHQ RNA-DNA oligo cleavage fluorescence, 5 h | activation, % at 20 µM | 350,000 compounds, 0.32% hits | AID 504720; in the data active = activation above about 50%
Target sequence (P0AE70 whole entry, looked up): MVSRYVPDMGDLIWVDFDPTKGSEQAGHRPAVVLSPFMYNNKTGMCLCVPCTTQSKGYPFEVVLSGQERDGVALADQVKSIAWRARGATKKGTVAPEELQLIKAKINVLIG
DUSP3 inh = inhibitors of human VHR1 phosphatase (DUSP3); recombinant VHR phosphatase, pNPP absorbance; inhibition, % at 13.3 µM; AID 1654; P51452; 290,000 compounds, 0.52% hits; in the data active = inhibition above about 50%; also: some compounds called inactive have numbers as strong as hits
Target sequence (P51452 whole entry, looked up): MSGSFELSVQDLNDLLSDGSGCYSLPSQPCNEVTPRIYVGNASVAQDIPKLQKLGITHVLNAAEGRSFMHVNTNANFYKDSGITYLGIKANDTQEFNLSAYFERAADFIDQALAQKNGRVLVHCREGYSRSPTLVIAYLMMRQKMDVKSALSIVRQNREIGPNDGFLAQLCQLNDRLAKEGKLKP
Y pestis TopoI = inhibitors of Yersinia pestis topoisomerase I; Y. pestis Topo-I cleavage product accumulation, plate reader; activity, % at 10 µM; 360,000 compounds, 0.064% hits; in the data active = activity above about 50%, passing the limit was not always enough; also: inactives centre near 2
Vc quorum ag = quorum light induction in luxS cqsA deficient V. cholerae; V. cholerae BH1578 lux reporter, luminescence, 6 h; activation, % at 18.7 µM; 350,000 compounds, 0.16% hits; in the data active = activation mostly above about 9.7%, no sharp cut-off; also: not every result past the cut was called active; inactives centre near 0; reference of the scale not given here
Active calls of the source: *; i = inactive; x = no result given. Not all compounds are listed; rates above refer to the full screens.

1. CCSc1nnc2ccc(-c3ccco3)nn12
2. N#CC12C(N)=NC3(OCCO3)C1(C#N)C1=C(CCC1)NC2c1ccccc1 (stereo unspecified)
3. CCOc1ccc(N(CC(=O)NCCc2ccccc2)C(=O)c2csnn2)cc1
4. CC(C)CC(=O)Nc1ncnc2c1C(=O)CC(C)(C)C2
5. O=C1N2CCSC2=NC1(Nc1ccccn1)C(F)(F)F (stereo unspecified)
6. O=C1c2ccccc2C(=O)C12OC(c1ccccc1)C1(C(=O)c3ccccc3C1=O)C2c1cccc([N+](=O)[O-])c1 (stereo unspecified)
7. O=C(CNC(=O)c1ccc(Br)o1)Nc1cccc(S(=O)(=O)N2CCCC2)c1
8. CCN(CC(=O)Nc1ccc(NC(C)=O)cc1)C(=O)C1CCN(C(=O)c2ccccc2C)CC1
9. O=C(Nc1cccc(Cl)c1)OCc1cncs1
10. NC1=NC(c2cn(-c3ccccc3)nc2-c2cccs2)n2c(nc3ccccc32)N1 (stereo unspecified)
screen / no. | 1 | 2 | 3 | 4 | 5 | 6 | 7 | 8 | 9 | 10
CCHFV vOTU inh | 10 | 6 | 9 | 15 | 1 | -19 | -4 | -7 | 6 | -1
Rv3671c inh | 10 | 7 | 5 | 2 | 0 | x | -1 | x | -5 | 15
PriA SSB inh | -6 | -32 | -4 | -13 | -13 | x | 2 | -19 | -13 | 24
3CLpro inhibitor | 2 | 1 | -3 | -2 | -3 | 0 | x | x | -3 | 1
PrPC TRFRET | -3 | -6 | 0 | -4 | -1 | -3 | 1 | -2 | 3 | 14
TcdB GH inh | 0.3 | x | -0.1 | x | x | 0.4 | -0.6 | -1.9 | x | x
MazEF act | 2 | -15 | -4 | 10 | 1 | x | 0 | -1 | 0 | 0
DUSP3 inh | 6 | 22 | -4 | 17 | 33 | 27 | x | x | 29 | 40
Y pestis TopoI | 5 | -7 | 9 | 2 | -5 | x | 2 | -9 | -14 | 7
Vc quorum ag | -4.3 | -0.5 | i | i | i | x | -2.4 | -0.3 | -0.4 | 2.8

Compounds shown so far that contain sulfur, in the order listed:
1. CCSc1nnc2ccc(-c3ccco3)nn12
3. CCOc1ccc(N(CC(=O)NCCc2ccccc2)C(=O)c2csnn2)cc1
5. O=C1N2CCSC2=NC1(Nc1ccccn1)C(F)(F)F (stereo unspecified)
7. O=C(CNC(=O)c1ccc(Br)o1)Nc1cccc(S(=O)(=O)N2CCCC2)c1
9. O=C(Nc1cccc(Cl)c1)OCc1cncs1
10. NC1=NC(c2cn(-c3ccccc3)nc2-c2cccs2)n2c(nc3ccccc32)N1 (stereo unspecified)
screen / no. | 1 | 3 | 5 | 7 | 9 | 10
CCHFV vOTU inh | 10 | 9 | 1 | -4 | 6 | -1
Rv3671c inh | 10 | 5 | 0 | -1 | -5 | 15
PriA SSB inh | -6 | -4 | -13 | 2 | -13 | 24
3CLpro inhibitor | 2 | -3 | -3 | x | -3 | 1
PrPC TRFRET | -3 | 0 | -1 | 1 | 3 | 14
TcdB GH inh | 0.3 | -0.1 | x | -0.6 | x | x
MazEF act | 2 | -4 | 1 | 0 | 0 | 0
DUSP3 inh | 6 | -4 | 33 | x | 29 | 40
Y pestis TopoI | 5 | 9 | -5 | 2 | -14 | 7
Vc quorum ag | -4.3 | i | i | -2.4 | -0.4 | 2.8

Next entries:
11. Cc1[nH]n(-c2ccccc2)c(=O)c1C=NC1CCCCCC1
12. CC(=O)Nc1ccc(N2CCOCC2)c(C(=O)Nc2cccc(C)c2)c1
13. COC(=O)CNC(=O)C1CCN(S(=O)(=O)c2cccc3nsnc23)CC1
14. COc1cccc(CN(C)C(=O)CC23CC4CC(CC(C4)C2)C3)c1OC
15. CC(C)NC(=O)c1ccc2c(=O)n(CC3CCCO3)c(=S)[nH]c2c1 (stereo unspecified)
16. O=C(CN1CCN(c2ccccn2)CC1)Nc1ccc2ccccc2c1
17. CC(C)(C)OC(=O)N1CCC2(CC1)Oc1ccc(Cl)cc1C(=O)C21CC(c2ccc(Cl)cc2)=NO1 (stereo unspecified)
18. COc1cc(OC)nc(Oc2ccc(N)c(C)c2)n1
19. CCn1cc(C(=O)N2CCn3c(nc4ccccc43)C2)c(=O)c2ccc(C)nc21
20. O=C(CCc1nnc(-c2ccc(-c3ccccc3)cc2)o1)NCCc1ccccn1
screen / no. | 11 | 12 | 13 | 14 | 15 | 16 | 17 | 18 | 19 | 20
CCHFV vOTU inh | 4 | -6 | 3 | 7 | 5 | 9 | 0 | 4 | 12 | -4
Rv3671c inh | 6 | -2 | -7 | -5 | -5 | 5 | -2 | -4 | -9 | 1
PriA SSB inh | 7 | 2 | -4 | -7 | -2 | 9 | 1 | -14 | -10 | -1
3CLpro inhibitor | 4 | 6 | 6 | 0 | 7 | -3 | x | 4 | 0 | 0
PrPC TRFRET | 2 | 6 | -21 | -6 | -1 | 3 | 5 | -7 | 1 | 3
TcdB GH inh | 0.2 | x | 1.1 | 1.2 | -0.5 | x | 0.1 | 0.3 | 0.3 | 0.9
MazEF act | -27 | -1 | -2 | 4 | 6 | -5 | -6 | 4 | 4 | -10
DUSP3 inh | 15 | 10 | 12 | -9 | 0 | 19 | x | 96 | 11 | 4
Y pestis TopoI | 5 | 4 | 0 | 33 | 5 | 26 | 6 | 5 | 0 | 6
Vc quorum ag | 0.6 | -0.3 | -0.2 | i | i | -8.0 | -1.2 | 0.6 | -0.2 | -1.4

21. CCC(CC)NC(=O)COn1nnc2ccc(S(=O)(=O)N3CCOCC3)cc21
22. CCCNS(=O)(=O)c1ccc(OCC(=O)Nc2ccc3c(c2)OCCO3)cc1
23. O=C(Cn1cnc2ccccc21)NCCCN1CCOCC1
24. O=C(NCCC(=O)N1CCN(S(=O)(=O)c2ccc(F)cc2)CC1)Nc1ccccc1
25. O=C(/C=C/C=C/c1ccccc1)CC1(O)C(=O)Nc2ccccc21 (stereo unspecified)
26. Oc1ccc(C(=Nc2ccccc2)c2ccccc2)c(O)c1
27. COc1ccc2c(c1)OC[C@H]1[C@H]2N2C(=O)CN(Cc3ccccc3)C(=O)[C@@]2(C)[C@H]1c1ccccc1
28. CCN(CC)c1ccc(C(=O)N/N=C(\C)c2cccnc2)cc1
29. NNC(=O)c1nc[nH]c1C(=O)Nc1ccccc1
30. O=CC(O)C1OC(=O)C(O)C1O (stereo unspecified)
screen / no. | 21 | 22 | 23 | 24 | 25 | 26 | 27 | 28 | 29 | 30
CCHFV vOTU inh | -8 | -1 | 18 | 10 | 9 | 24 | -1 | 9 | -2 | -7
Rv3671c inh | 6 | -5 | -6 | -1 | -6 | x | x | 7 | -12 | x
PriA SSB inh | 1 | -17 | -18 | -3 | 0 | -18 | 16 | x | -22 | 0
3CLpro inhibitor | x | -1 | 1 | x | 4 | x | x | 1 | -3 | x
PrPC TRFRET | 1 | 7 | 3 | 5 | -6 | -6 | 7 | 1 | -1 | 1
TcdB GH inh | 0.3 | x | x | 0.0 | 0.0 | 1.9 | 0.0 | -0.6 | 0.4 | -0.3
MazEF act | 6 | -1 | 1 | -15 | -3 | -1 | 23 | 2 | 1 | 13
DUSP3 inh | x | 10 | -2 | x | -33 | x | x | 26 | 8 | x
Y pestis TopoI | -8 | -8 | -1 | -3 | -8 | 7 | -8 | 2 | -1 | -1
Vc quorum ag | i | -0.2 | -2.5 | -4.2 | i | i | i | -1.2 | -0.6 | -0.3

31. COc1ccc2cc(-c3[nH]ncc3CN3C[C@@H]4CCC[C@H]3C4)ccc2c1
32. CC(Sc1nc(NC(C)(C)C)nc(N(C)C)n1)C(=O)Nc1ccccc1 (stereo unspecified)
33. CCN(C(=O)COC(=O)CNC(=O)C1CCCCC1)c1ccccc1
34. Cc1nc(CS(=O)(=O)c2ccccc2)cc(N2CCOCC2)n1
35. C#CC(CC)(CC)NC(=O)c1ccc(Br)s1
36. O=C(COC(=O)CCCOc1ccc(Cl)cc1Cl)Nc1cccc(Cl)c1
37. C/C(Nc1cccc(F)c1)=C(/C#N)C(N)=O
38. O=C(c1ccccc1)N1CCN(C2CC3CCC2C3)CC1 (stereo unspecified)
39. CCc1nnc(SCC(=O)Nc2ccc(F)cc2)o1
40. Cc1nc2cc(N=NC3=C(O)CCCC3=O)ccc2s1
screen / no. | 31 | 32 | 33 | 34 | 35 | 36 | 37 | 38 | 39 | 40
CCHFV vOTU inh | 6 | 20 | 1 | 6 | -14 | 11 | 0 | 1 | -8 | 5
Rv3671c inh | -7 | -2 | x | 3 | -2 | -54 | -2 | -1 | 0 | 14
PriA SSB inh | 0 | -3 | -5 | -7 | -24 | 9 | 1 | -15 | 8 | 17
3CLpro inhibitor | 3 | 1 | x | 2 | 0 | -3 | -2 | 2 | 1 | 0
PrPC TRFRET | -15 | -5 | 3 | -4 | -4 | -1 | 7 | -5 | 5 | -3
TcdB GH inh | 6.2 | -0.1 | 4.0 | x | 0.7 | x | 1.1 | x | 1.6 | 0.3
MazEF act | -1 | 11 | 5 | -16 | 7 | -5 | 2 | -1 | 5 | 4
DUSP3 inh | 12 | 13 | x | 17 | 18 | -2 | 10 | 29 | 6 | 6
Y pestis TopoI | 5 | 2 | 10 | 5 | 3 | -5 | 6 | -4 | -6 | -2
Vc quorum ag | i | 2.9 | i | i | i | -0.3 | 1.4 | -7.1 | -0.5 | i

41. NC(=O)[C@@H]1CC2(CC(c3cccc(NC(=O)[C@@H]4CCC(=O)N4)c3)=NO2)CN1C(=O)Cc1ccc([N+](=O)[O-])cc1 (stereo partly specified)
42. COc1ccc(C)cc1S(=O)(=O)Nc1ccc2c(c1)OCO2
43. COc1ccc(-c2nc(NCCN(C)C)nc3ccsc23)c(C)c1
44. O=C(NCCc1ccccc1)C1CCN(c2ncccn2)CC1
45. COc1ccccc1N1CCN(C(c2ccccc2)c2nnnn2CCc2ccccc2)CC1 (stereo unspecified)
46. Cc1ccc(N(CC(=O)NCc2ccc(F)cc2)S(=O)(=O)c2cccs2)cc1
47. CCOC(=O)C1CCN(CCC(=O)Nc2ccc(C)cc2)CC1
48. COc1ccc(CNC(=O)c2cn(Cc3ccccc3OC)c(=O)s2)cc1
49. CCn1c(=O)c([N+](=O)[O-])c(N2CCN(Cc3ccc4c(c3)OCO4)CC2)c2ccccc21
50. COc1ccc(S(=O)(=O)NCCc2ccc(F)cc2)cc1
51. Cc1nc(-c2nnc(SCC(=O)Nc3cc(Cl)cc(Cl)c3)n2C)cs1
52. O=C(NCC(c1cccs1)N1CCOCC1)c1cc(S(=O)(=O)N2CCOCC2)c(Cl)cc1Cl (stereo unspecified)
53. Cc1cc(C)c(O)c(C2(O)C(=O)c3ccccc3C2=O)c1
screen / no. | 41 | 42 | 43 | 44 | 45 | 46 | 47 | 48 | 49 | 50 | 51 | 52 | 53
CCHFV vOTU inh | -3 | 4 | 0 | -3 | 12 | 9 | 11 | -4 | 9 | 1 | -4 | 0 | 7
Rv3671c inh | -3 | 1 | x | -3 | -3 | -2 | 5 | x | -1 | -4 | 2 | 1 | 5
PriA SSB inh | 6 | -14 | x | 2 | -27 | -21 | -5 | x | 8 | 8 | -6 | 1 | -8
3CLpro inhibitor | x | 0 | x | -1 | -3 | 3 | 5 | x | -4 | -1 | 2 | x | 0
PrPC TRFRET | -23 | 9 | -8 | 4 | 4 | -2 | -5 | -1 | 0 | 1 | -9 | 0 | -2
TcdB GH inh | 1.1 | 0.2 | -1.5 | -0.8 | x | x | -1.3 | 1.5 | 2.1 | x | 0.1 | 2.2 | 4.8
MazEF act | 6 | 12 | x | -10 | 1 | 9 | -1 | x | 4 | 7 | 8 | 4 | 8
DUSP3 inh | 34 | -6 | x | 5 | -4 | -11 | 22 | x | 17 | 2 | 16 | x | 14
Y pestis TopoI | 3 | 7 | -10 | -10 | 11 | 16 | -10 | 17 | 11 | 2 | 5 | 1 | 8
Vc quorum ag | -0.6 | -0.4 | -0.9 | -1.6 | -2.8 | -1.4 | -0.2 | i | -0.4 | -17 | i | i | -0.3
